RXFP1 ag = RXFP1 (human) receptor agonism; Potency, µM (top dose mostly 57.5 µM), for the others: top-dose activation, actives largely listed as activators; AID 2676; 370,000 compounds, 0.3% hits; HEK293T-RXFP1 cAMP TR-FRET, 30 min; response scale: percent of porcine relaxin response, buffer zero; further: potency means the concentration at half of the fitted maximal effect; on the % scale 0 is the no-effect control and ±100 the full control effect; nearly all actives have a fitted effect of over 60% in size; many of its hits are not listed in these tables
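HEK293 cells stably expressing RXFP1, treated 30 min at 37C with compounds plus PDE4 inhibitor Ro 20174; cAMP measured by HTRF TR-FRET. Normalized to buffer and 29 nM porcine relaxin; EC50 by Hill fit.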
D1 antag = human D1 dopamine receptor antagonism; AID 504652; activity change, negative = inhibition, % at 10 µM; HEK293 TREx D1 cells, calcium flux, dopamine EC80; active compounds read low; 360,000 compounds, 3.2% hits; in the data active means activity change below about -30%; further: on the % scale 0 is the no-effect control and ±100 the full control effect
Target sequence (P21728 whole entry, looked up): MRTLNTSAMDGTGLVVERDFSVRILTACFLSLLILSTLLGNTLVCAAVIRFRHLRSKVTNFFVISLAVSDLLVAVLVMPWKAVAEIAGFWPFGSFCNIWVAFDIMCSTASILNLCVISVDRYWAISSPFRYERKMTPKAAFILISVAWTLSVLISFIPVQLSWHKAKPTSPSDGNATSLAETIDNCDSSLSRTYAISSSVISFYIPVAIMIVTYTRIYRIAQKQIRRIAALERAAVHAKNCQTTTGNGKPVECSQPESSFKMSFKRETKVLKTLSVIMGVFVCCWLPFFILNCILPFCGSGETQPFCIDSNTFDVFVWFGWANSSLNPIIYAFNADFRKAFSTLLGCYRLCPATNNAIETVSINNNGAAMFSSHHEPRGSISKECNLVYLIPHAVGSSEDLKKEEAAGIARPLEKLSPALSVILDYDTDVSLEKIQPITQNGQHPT
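Using tetracycline-induced force-coupled D1 Hek293 cells and a calcium dye, signals were followed for 180 s after compound, then for 180 s after EC80 dopamine, to detect inhibitors.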
LDHA block = blocks human lactate dehydrogenase A; activity change, % (values are at about 110 or 230 µM); 480,000 compounds, 0.15% hits; purified LDHA, NADH/diaphorase-resazurin fluorescence; active compounds read low; P00338; in the data active means activity change below about -30%; inconclusive means mostly about -25% to -30%;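 further: plate controls were DMSO wells for no effect and wells without enzyme for full effect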
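Human LDH5 (2 nM) was incubated with 0.06 mM NADH and 0.2 mM pyruvate for 5 min at room temperature in Tris pH 7.4. Remaining NADH was coupled through diaphorase/resazurin, and resorufin fluorescence was read at 0 and 20 min.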
D1 PAM = potentiators of human D1 dopamine receptor | 360,000 compounds, 0.036% hits | P21728 | HEK293 TREx D1 cells, calcium flux, dopamine EC20 potentiation | potentiation, % at 10 µM | AID 504651; in the data active means potentiation above about 30%; further: 0% is about no effect
D2 PAM = positive allosteric modulators of human D2 dopamine receptor; P14416; HEK293 T-REx D2, calcium flux, EC20 dopamine potentiation; potentiation, % at 10 µM; 340,000 compounds, 0.34% hits; AID 485347;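 active means potentiation over 3 SD above the plate norm, cut at about 30% in these data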; further: 0% is about no effect
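Calcium flux readout, no-wash dye, 1 read/s. Inducible HEK293 Trex D2 line, overnight 30 C. Compound alone 180 s (agonist flags), then EC20 dopamine, another 180 s to score potentiation.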
Vif-APOBEC3F blk = blocks the Vif interaction with APOBEC3F; Potency, µM (titrated, usually from 46.1 µM), for the others: at the highest dose activity, negative = active; HeLa A3F-eYFP + Vif (tagged APOBEC3F with the HIV-1 protein that degrades it), YFP fluorescence increase; 390,000 compounds, 0.2% hits; further: potency means the concentration at half of the fitted maximal effect; % of control where 0% means no effect; nearly all actives have a fitted effect of over 65% in size
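HeLa cells stably expressing Vif plus C-terminally eYFP-tagged A3F were seeded, incubated overnight at 37 deg C, dosed with compound, incubated overnight again at 37 deg C. Yellow fluorescence (Ex 488/Em 500-530) reported blocked Vif-mediated A3F-eYFP degradation.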
Glioma ERSR ind = inducers of ER stress response in human glioma cells. U87-MG GRP78 promoter luciferase reporter, 16 h. Potency, µM, for inactives: top-dose activation, most hits filed as activators. 420,000 compounds, 0.02% hits. AID 602332; further: potency means the concentration at half of the fitted maximal effect; series mostly up to about 76 µM; % of control where 0% means no effect; nearly all actives have a fitted effect of over 35% in size
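Stably transfected U87-MG human glioma cells carrying a GRP78-based luminescent sensor were seeded at 1000 cells/well, pin-dosed with compounds and incubated 16 h. Luciferase reagent was then added, and end-point luminescence was read after 10 min at room temperature.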
D1 ag = agonists of human D1 dopamine receptor; activation, % at 2 µM; AID 504660; 360,000 compounds, 1% hits; HEK293 T-REx D1 cells, calcium flux, agonist mode; in the data active means activation above about 30%; further: 0% is about no effect
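Tetracycline-induced HEK293 TREx D1 cells, force-coupled to calcium signalling, were dye-loaded with a no-wash calcium kit. Compound was pin-added after a 10 s baseline. Fluorescence was read kinetically at 1 cycle/s for 180 s, with calcium rises flagged as agonism.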
Vif-A3G inh = inhibitors of Vif-APOBEC3G interaction; Potency, µM (titrated, usually from 46.1 µM), for the others: at the top dose activity, negative = active, actives largely listed as inhibitors; 410,000 compounds, 0.076% hits; AID 602310; HeLa A3G-eYFP + Vif (tagged APOBEC3G with the HIV-1 protein that degrades it), YFP fluorescence, overnight; Q9HC16;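 further: potency means the concentration at half of the fitted maximal effect; on the % scale 0 is the no-effect control and ±100 the full control effect; nearly all actives have a fitted effect of over 60% in size; hits raise eYFP signal because A3G escapes Vif-driven loss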
Target sequence (Q9HC16 whole entry, looked up): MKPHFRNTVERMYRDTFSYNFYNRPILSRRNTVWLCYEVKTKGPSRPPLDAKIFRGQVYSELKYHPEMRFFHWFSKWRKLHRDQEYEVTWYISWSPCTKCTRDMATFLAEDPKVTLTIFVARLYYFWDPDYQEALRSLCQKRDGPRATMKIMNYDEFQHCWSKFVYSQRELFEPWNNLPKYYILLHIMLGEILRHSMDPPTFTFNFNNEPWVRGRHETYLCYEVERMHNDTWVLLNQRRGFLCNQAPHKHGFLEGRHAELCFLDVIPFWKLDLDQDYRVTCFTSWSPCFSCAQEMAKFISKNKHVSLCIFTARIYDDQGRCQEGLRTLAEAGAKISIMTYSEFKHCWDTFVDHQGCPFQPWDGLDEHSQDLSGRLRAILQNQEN
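Read-out is eYFP fluorescence (Ex 488/Em 500-530) from Vif-expressing HeLa A3G-eYFP cells; more signal means A3G escaped Vif-mediated degradation. Cells plated overnight, compound pinned in, incubated overnight at 37 deg C.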
* = called active by the depositor; ? = inconclusive; / = no result given; & = joins results of further samples. Unless noted, the call rests on the fitted dose curve; in most records, active means well fitted curve in the direction sought with a large enough effect; inconclusive means small, poorly fitted or top-dose-only effect, or another doubt; inactive means no such curve, though single readings can be large; an effect the other way counts as inactive or inconclusive.

smiles	RXFP1 ag	D1 antag	LDHA block	D1 PAM	D2 PAM	Vif-APOBEC3F blk	Glioma ERSR ind	D1 ag	Vif-A3G inh
O=C(CSc1nncn1-c1ccccc1F)NC1CC1	/	/	-4	/	/	-8%	0%	/	-2%
Fc1cccc(-c2oncc2-c2nnnn2-c2ccc(Cl)cc2)c1	2.3%	-1	2	4	5	-5%	-5%	2	2%
CCc1cc(=O)oc2cc(C)cc(OCC(=O)NCC(O)c3ccccc3)c12 (centres undefined)	0.2%	12	-1	2	6	6%	-6%	1	-3%
Cc1cccc(N2CCN(C(=O)CCc3nc4ccccc4[nH]3)CC2C)c1 (centres undefined)	-0.3%	-12	1	/	-8	-5%	-1%	-1	0%
COCc1[nH]nc2c1C(c1ccc(OC)cc1)C(C#N)=C(N)O2 (centres undefined)	0.0%	6	1	7	-8	-6%	-4%	3	2%
COc1ccc(C(=O)OCC(=O)Nc2ccc3c(c2)OCO3)cc1S(=O)(=O)N1CCOCC1	3.9%	2	1	-9	-11	-1%	-4%	2	2%
CC(=O)c1c(C)[nH]c(C(=O)OCC(=O)Nc2ncc(Cl)c(C)c2Cl)c1C	26%	13	2	-5	-3	/	0%	-1	0%
CCc1cccc(CC)c1NC(=O)C1CC(=O)N(c2ccc3c(c2)OCCO3)C1 (centres undefined)	1.9%	/	-6	3	-8	-6%	0%	1	0%
COc1cc(NC(=O)c2cc(OC)c(OC)c(OC)c2)cc(-n2cnnn2)c1	1.3%	-3	-4	3	11	5%	-2%	-1	0%
CCOc1cccc(OCCCNCCCOC)c1	0.5%	12	-9	-3	-8	-2%	-4%	1	4%
CC(C)CNC(=O)C(=O)Nc1c2c(nn1-c1ccccc1)CS(=O)(=O)C2	-2.2%	/	-10	3	0	-4%	-2%	0	3%
CCOCCCNC(=O)C(c1ccc(Cl)cc1)N(Cc1ccc2c(c1)OCO2)C(=O)c1ccc(NC(C)=O)cc1 (centres undefined)	1.1%	1	1	2	10	2%	0%	8	-1%
O=C(CCNS(=O)(=O)c1cccc2nsnc12)Nc1ccc2c(c1)OCCO2	0.2%	7	-2	-5	-1	-3%	1%	2	-4%
CCOC(=O)C1CN(S(=O)(=O)c2cc(OC)ccc2OC)C1	-0.6%	6	1	-1	3	1%	-4%	2	0%
CC1CCN(C(=O)c2ccc(NC(=O)c3cccs3)cc2)CC1	-1.1%	0	-6	-6	-5	-18%	0%	5	-3%
C/C(=N\NC(=O)c1nnn(-c2nonc2N)c1CN(C)c1ccccc1)c1ccc(O)cc1	-0.1%	-7	0	-3	-2	2%	-3%	5	-8%
CCC(CC)c1nn2c(=O)cc(COc3ccc(NC(=O)c4cccc(Cl)c4)cc3)nc2s1	-1.1%	5	-5	-3	1	1%	-3%	3	5%
Cc1ccc(C2=CC(c3ccc(N(C)C)cc3)n3nnnc3N2)cc1 (centres undefined)	3.3%	-3	6	6	-12	?	1%	13	-19%
CCOC(=O)N1CCN(CC(=O)c2ccc(O)c(C)c2O)CC1	-1.9%	-13	-6	8	8	1%	3%	1	0%
COc1ccc(CNC(=O)O[C@H]2C[C@@H]3C(=O)N(c4ccccc4)C(=O)[C@@H]3[C@@H]3CN(S(=O)(=O)c4ccc(C)cc4)C[C@]23O)cc1OC	/	/	1	/	/	-7%	0%	/	2%
CN1CCCN(C(=O)c2ccc(Cl)cc2)CC1	-2.4%	-1	-1	-2	-1	-17%	-5%	2	-2%
Cc1ccccc1CSc1nnc(Cn2c(=O)sc3ccccc32)n1C	0.6%	20	-12	1	3	-19%	-1%	1	1%
COc1ccc(N(C(C)C(=O)N2CCC(Cc3ccccc3)CC2)S(C)(=O)=O)cc1 (centres undefined)	1.8%	-15	-6	1	-6	-15%	2%	5	2%
COc1ccc(-n2cc(CNCCN3CCOC3=O)c(-c3ccccc3Cl)n2)cc1	0.2%	6	-2	1	/	-4%	12%	2	-2%
O=C(CN1C(=O)CCC1=O)Nc1cccc2c1C(=O)NC2=O	6.1%	10	1	-4	0	0%	-4%	3	-1%
CCOc1ccccc1NC(=O)c1ccc2c(=O)n3c(nc2c1)CCCCC3	3.5%	-2	-3	-7	6	-20%	-3%	5	1%
Cn1c(=O)oc2cc(S(=O)(=O)N3CCN(c4ccccn4)CC3)ccc21	4.5%	9	-8	-5	-2	-5%	-3%	-4	1%
CCOCCCNC(=O)c1cccc(OC2CCN(S(C)(=O)=O)CC2)c1	-1.7%	2	-19	-6	14	0%	9%	-2	-5%
CCCCCN1C(C(=O)c2ccccc2)=C(NC(=O)c2ccc(C)cc2)c2ccccc2S1(=O)=O	0.6%	3	-1	0	4	-2%	-1%	4	2%
COc1ccc2nc(NC(=O)CN3C(=O)NC4(CCCC4)C3=O)sc2c1	0.0%	8	-4	-6	8	-21%	0%	7	-7%
CN1C(=O)S/C(=C/c2ccccc2OCc2ccc(C(=O)O)cc2)C1=O	0.6%	14	-5	12	5	0%	2%	3	2%
COc1ccc(S(=O)(=O)N2CCCCCC2)cc1NC(C)C(=O)Nc1ccc(NC(C)=O)cc1 (centres undefined)	/	/	-5	/	/	0%	-3%	/	0%
CCOc1ccccc1CNC(=O)c1ccc(CS(=O)Cc2cccc(Cl)c2)o1 (centres undefined)	0.7%	-1	-2	0	-7	0%	-3%	1	1%
O=C(NCCc1ccccc1)c1cc(Sc2ccc(F)cc2F)nc2ccccc12	6.8%	-7	-3	-2	8	1%	-1%	6	4%
COc1cc(NC(=O)CN2CCN(c3ccccc3O)CC2)c(C)cc1[N+](=O)[O-]	0.5%	-23	3	-1	10	11%	-6%	11	-9%
COc1ccc(OC)c(NC(=O)CSc2nnc(Cc3cccn3C)n2CCc2ccccc2)c1	-0.8%	-7	-11	-2	1	-1%	-3%	6	0%
CCCCc1cc(=O)oc2c(C)c(OCC(=O)N3CCCC3)ccc12	0.3%	7	-5	11	11	2%	-2%	3	-5%
O=C(NCc1ccccc1)C(=O)NCC(c1cccs1)S(=O)(=O)c1cccs1 (centres undefined)	1.3%	/	-5	-2	-1	-1%	-2%	2	2%
CCOc1ccccc1NS(=O)(=O)c1ccc(Br)s1	0.5%	-19	2	-12	-7	-2%	3%	2	-7%
Cc1ccccc1CNC(=O)C(=O)NCC(c1ccc2c(c1)OCO2)N1CCOCC1 (centres undefined)	0.5%	12	-6	2	-9	-1%	1%	1	-3%
Cc1ccc(CN2C(=NC(=O)CCC(=O)O)SC3CS(=O)(=O)CC32)cc1 (centres undefined)	0.0%	2	-11	1	3	8%	-2%	1	-1%
Nc1nc(NCc2ccccc2)nc(Nc2cccc(F)c2)c1[N+](=O)[O-]	-1.9%	3	-16	-3	1	-4%	3%	9	0%
CC(=O)c1c(C)[nH]c(C(=O)CSc2nc3ccc(C)cc3[nH]2)c1C	1.8%	6	-4	1	-5	-11%	-3%	5	-4%
COCC(C)n1c(-c2ccc3c(c2)NC(=O)CO3)csc1=Nc1ccc(OC(F)F)cc1 (centres undefined)	0.3%	-1	-1&4	-1	2	-20%&-14%	-1%&-1%	3	-19%&-5%
O=C(CN1CCN(Cc2ccccc2Cl)CC1)N/N=C/C=C\c1ccccc1[N+](=O)[O-]	1.4%	-7	-6	5	7	1%	-1%	15	-1%
Cn1nc(C(=O)N2CCN(c3ccccc3)CC2)c2c1-c1ccccc1S(=O)(=O)C2	-3.3%&-2.3%	-17&-3	-4&-2	-10&-3	-7&2	-6%&6%	-4%&-2%	2&3	-1%&-2%
Cc1c(C(=O)N2CCOCC2)sc(NC(=O)C(C)C)c1C#N	0.3%	-2	-8	-4	-14	3%	-5%	6	-1%
O=C(NCc1nnnn1-c1ccc(F)c(F)c1)c1ccc2ccccc2c1	0.1%	-17	-6	-7	4	-3%	3%	2	1%
CCC(=O)c1cc2c(cc1NC(=O)c1ccccc1F)OCCO2	?	1	-3	-3	17	10%	-3%	0	0%
CS(=O)(=O)N(CC(=O)Nc1ccccc1Sc1ccccc1)C1CCCCC1	-3.3%	-2	12	2	14	-16%	-1%	18	0%
Cc1cccc(NC(=O)COC(=O)C2C3CC4OC(=O)C2C4C3)c1C (centres undefined)	-2.3%	2	-3	-2	-6	?	1%	2	1%
O=C(NCCN1CCNC1=O)C1CCC(=O)N(CCc2ccccc2)C1 (centres undefined)	0.8%	0	2	-2	-3	6%	-4%	4	-1%

3 entries out of the list, arranged by formula weight, low to high:
smiles	RXFP1 ag	D1 antag	LDHA block	D1 PAM	D2 PAM	Vif-APOBEC3F blk	Glioma ERSR ind	D1 ag	Vif-A3G inh
CC(C)CNC(=O)C(=O)Nc1c2c(nn1-c1ccccc1)CS(=O)(=O)C2	-2.2%	/	-10	3	0	-4%	-2%	0	3%
COc1cc(NC(=O)c2cc(OC)c(OC)c(OC)c2)cc(-n2cnnn2)c1	1.3%	-3	-4	3	11	5%	-2%	-1	0%
CCOCCCNC(=O)C(c1ccc(Cl)cc1)N(Cc1ccc2c(c1)OCO2)C(=O)c1ccc(NC(C)=O)cc1 (centres undefined)	1.1%	1	1	2	10	2%	0%	8	-1%

Screens from PubChem BioAssay.

Some of the compounds tested; count on the stated rates, not on these rows.
